# Compound activity: PubChem BioAssay, Broad Institute
# TcdB GH inh – TcdB glycohydrolase inhibitors, primary screen, biochemical, single point, plate reader; Toxin B (Clostridioides difficile), P18177; TcdB glycohydrolase enzymatic assay; inhibition, % at 9.99 µM; hit rate 0.24% among 350,000; in the data active = inhibition above about 10%
# Target sequence (P18177 whole entry, looked up): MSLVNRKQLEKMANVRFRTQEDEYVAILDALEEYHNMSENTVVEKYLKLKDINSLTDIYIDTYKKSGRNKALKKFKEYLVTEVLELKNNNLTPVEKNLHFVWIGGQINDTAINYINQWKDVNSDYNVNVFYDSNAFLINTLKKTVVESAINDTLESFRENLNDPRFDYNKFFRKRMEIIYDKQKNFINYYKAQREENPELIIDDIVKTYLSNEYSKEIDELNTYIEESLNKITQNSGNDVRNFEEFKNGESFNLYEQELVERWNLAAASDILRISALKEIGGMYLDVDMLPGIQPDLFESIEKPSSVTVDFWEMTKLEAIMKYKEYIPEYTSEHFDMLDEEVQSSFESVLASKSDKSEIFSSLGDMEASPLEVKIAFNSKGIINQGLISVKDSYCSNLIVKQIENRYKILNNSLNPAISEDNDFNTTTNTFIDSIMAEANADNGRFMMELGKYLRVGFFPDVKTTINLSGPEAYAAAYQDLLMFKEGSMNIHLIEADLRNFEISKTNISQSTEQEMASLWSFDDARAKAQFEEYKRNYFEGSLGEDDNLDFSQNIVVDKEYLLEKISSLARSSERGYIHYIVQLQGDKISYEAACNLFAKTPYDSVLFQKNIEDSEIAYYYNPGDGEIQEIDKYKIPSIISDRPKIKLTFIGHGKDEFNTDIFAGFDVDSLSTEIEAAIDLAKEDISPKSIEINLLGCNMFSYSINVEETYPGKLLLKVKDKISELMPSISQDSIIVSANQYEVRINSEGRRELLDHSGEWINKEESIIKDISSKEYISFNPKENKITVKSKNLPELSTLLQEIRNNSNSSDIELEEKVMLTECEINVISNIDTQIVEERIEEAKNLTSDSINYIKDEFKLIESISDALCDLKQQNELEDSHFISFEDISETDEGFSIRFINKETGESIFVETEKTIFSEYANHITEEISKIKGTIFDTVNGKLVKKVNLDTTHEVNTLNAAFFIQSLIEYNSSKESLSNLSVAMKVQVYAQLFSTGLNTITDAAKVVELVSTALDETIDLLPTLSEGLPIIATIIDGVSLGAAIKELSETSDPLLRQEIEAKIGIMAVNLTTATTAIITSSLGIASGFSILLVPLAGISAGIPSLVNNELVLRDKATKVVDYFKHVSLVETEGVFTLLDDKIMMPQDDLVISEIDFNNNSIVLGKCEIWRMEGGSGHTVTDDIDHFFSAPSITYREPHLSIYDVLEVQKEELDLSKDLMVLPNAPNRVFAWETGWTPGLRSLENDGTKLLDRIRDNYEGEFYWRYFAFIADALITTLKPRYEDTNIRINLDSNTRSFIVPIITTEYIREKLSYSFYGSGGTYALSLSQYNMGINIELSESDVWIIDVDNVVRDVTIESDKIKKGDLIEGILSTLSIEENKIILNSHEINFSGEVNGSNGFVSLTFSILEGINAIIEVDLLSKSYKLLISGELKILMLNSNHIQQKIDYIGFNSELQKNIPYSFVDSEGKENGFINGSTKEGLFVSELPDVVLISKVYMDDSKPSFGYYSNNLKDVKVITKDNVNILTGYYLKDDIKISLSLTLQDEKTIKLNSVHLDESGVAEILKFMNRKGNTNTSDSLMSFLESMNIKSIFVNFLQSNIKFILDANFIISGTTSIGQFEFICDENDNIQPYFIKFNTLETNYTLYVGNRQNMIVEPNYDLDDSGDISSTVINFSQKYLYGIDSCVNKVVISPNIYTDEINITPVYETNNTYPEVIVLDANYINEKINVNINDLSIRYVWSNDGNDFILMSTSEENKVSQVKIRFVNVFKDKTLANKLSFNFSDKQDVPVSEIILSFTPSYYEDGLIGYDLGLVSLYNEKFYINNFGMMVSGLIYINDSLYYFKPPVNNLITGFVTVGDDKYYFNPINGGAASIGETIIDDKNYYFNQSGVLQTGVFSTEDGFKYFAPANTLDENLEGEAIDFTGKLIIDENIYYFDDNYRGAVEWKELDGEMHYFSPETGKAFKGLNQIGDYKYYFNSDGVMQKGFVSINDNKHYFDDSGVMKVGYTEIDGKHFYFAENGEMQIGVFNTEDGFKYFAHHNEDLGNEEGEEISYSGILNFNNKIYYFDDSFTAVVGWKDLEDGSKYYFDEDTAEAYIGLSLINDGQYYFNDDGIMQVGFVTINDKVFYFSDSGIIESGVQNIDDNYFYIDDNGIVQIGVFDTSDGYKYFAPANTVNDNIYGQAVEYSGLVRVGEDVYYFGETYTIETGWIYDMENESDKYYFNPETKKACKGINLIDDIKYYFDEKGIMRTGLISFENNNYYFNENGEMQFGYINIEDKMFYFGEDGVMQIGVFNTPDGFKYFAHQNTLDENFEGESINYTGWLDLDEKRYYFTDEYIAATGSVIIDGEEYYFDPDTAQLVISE
# The depositor's hits bear a star. This is a subset; rates above refer to the full screens.
SMILES,TcdB GH inh
CC(C)NC(=O)Nc1ccc2c(c1)C(=O)N([C@@H](C)CO)C[C@H](C)[C@@H](CN(C)C(=O)c1ccncc1)OCCCC[C@H](C)O2,0.4
OC[C@H]1[C@H](c2ccc(C#Cc3cccnc3)cc2)[C@H]2CN(Cc3ccccc3F)CCCCN21,-1.2
CCCC(=O)Nc1ccc2c(c1)C(=O)N(C)C[C@@H](OC)[C@@H](C)CN(Cc1ccccc1)[C@H](C)CO2,-1.1
COc1ccccc1-c1ccc([C@H]2[C@H](C#N)N(C(=O)C3CC3)[C@H]2CO)cc1,-5.0
CN(C)CCCNC(=O)C[C@@H]1C=C[C@H](NC(=O)c2ccccc2F)[C@@H](CO)O1,-1.5
CC(C)NC(=O)N1[C@H](CO)[C@@H](c2ccc(-c3ccc(F)cc3)cc2)[C@@H]1C#N,-0.9
C[C@@H]1CN([C@@H](C)CO)C(=O)c2cc(NC(=O)Nc3ccc(C(F)(F)F)cc3)ccc2O[C@H]1CN(C)Cc1ccc(-c2ccccc2)cc1,-0.7
Cc1ccc(S(=O)(=O)N[C@H]2C=C[C@H](CC(=O)NCc3ccncn3)O[C@@H]2CO)cc1,-0.1
COc1ccccc1-c1ccc([C@H]2[C@H]3CN(C(=O)CN4CCOCC4)CCCCN3[C@H]2CO)cc1,-0.2
Cc1noc(C)c1S(=O)(=O)Nc1cccc2c1O[C@H](CN(C)Cc1ccc(C(=O)O)cc1)[C@H](C)CN([C@@H](C)CO)C2=O,-0.5
COCC(=O)N1[C@H](C#N)[C@@H](c2ccc(C3=CCCCC3)cc2)[C@@H]1CO,0.2
COc1cccc(-c2ccc([C@@H]3[C@@H](CO)N4C(=O)CN(C(=O)C5CC5)C[C@H]34)cc2)c1,0.5
C[C@H]1CN([C@@H](C)CO)C(=O)Cc2cc(NC(=O)Nc3ccc(F)cc3)ccc2O[C@@H]1CN(C)Cc1ccc(-c2ccccc2)cc1,-4.5
Cc1ccc(S(=O)(=O)N[C@@H]2C=C[C@@H](CC(=O)N3CCC(Cc4ccccc4)CC3)O[C@H]2CO)cc1,1.3
CC(C)CC#Cc1cnc2c(c1)C(=O)N([C@H](C)CO)C[C@H](C)[C@H](CN(C)C(=O)Cc1cccnc1)O2,1.0
CCCC(=O)Nc1ccc2c(c1)OC[C@H](C)N(C(=O)c1ccncc1)C[C@H](C)[C@@H](OC)CN(C)C2=O,2.1
CC(C)CC#Cc1cnc2c(c1)C(=O)N([C@H](C)CO)C[C@@H](C)[C@@H](CN(C)S(=O)(=O)c1cn(C)cn1)O2,-2.3
C/C=C/c1ccc2c(c1)O[C@@H](CN(C)Cc1ccccn1)[C@@H](C)CN([C@@H](C)CO)S2(=O)=O,-0.1
CCCNC(=O)N(C)C[C@@H]1Oc2cc(C3=CCCCC3)ccc2S(=O)(=O)N([C@H](C)CO)C[C@H]1C,-0.4
C[C@@H]1CN([C@H](C)CO)C(=O)c2cccc(NC(=O)C3CCOCC3)c2O[C@H]1CN(C)S(=O)(=O)c1ccc(F)cc1,-0.2
Cc1noc(C)c1NC(=O)N(C)C[C@@H]1Oc2ccc(NS(=O)(=O)c3ccc(Cl)cc3)cc2CC(=O)N([C@H](C)CO)C[C@H]1C,-0.7
COCC(=O)Nc1ccc2c(c1)[C@H]1C[C@H](CC(=O)N(C)C)O[C@H](CO)[C@H]1O2,-0.3
O=C(Cc1ccccn1)NCC[C@@H]1CC[C@@H](NS(=O)(=O)c2ccccc2)[C@H](CO)O1,-0.6
C[C@@H]1CN([C@@H](C)CO)C(=O)c2cccc(NC(=O)C3CC3)c2O[C@H]1CN(C)Cc1ccc(-c2ccccc2)cc1,-1.0
C[C@@H]1CN([C@@H](C)CO)C(=O)c2cc(/C=C/c3ccccc3)cnc2O[C@@H]1CN(C)Cc1ccccc1,-0.4
O=C(C[C@@H]1CC[C@H](NC(=O)Nc2ccccc2F)[C@@H](CO)O1)NCc1ccc(F)cc1,-0.4
C[C@@H]1CN([C@@H](C)CO)C(=O)c2cc(C#CCC3CCCC3)cnc2O[C@@H]1CN(C)C(=O)c1cnccn1,0.2
CO[C@H]1CN(C)C(=O)c2cc(NC(=O)C3CCC3)ccc2OC[C@@H](C)NC[C@@H]1C,1.6
O=C(C[C@H]1CC[C@@H](NC(=O)Nc2ccc3c(c2)OCO3)[C@H](CO)O1)NCc1ccc(Cl)cc1,0.1
C[C@H]1CN([C@@H](C)CO)C(=O)CCCn2cc(nn2)CO[C@H]1CN(C)S(=O)(=O)c1ccc(-n2cccn2)cc1,0.8
CNC(=O)C[C@H]1CC[C@@H]2[C@H](COC[C@H](O)CN2C(=O)Nc2cccc(OC)c2)O1,1.4
CC(C)NC(=O)N(C)C[C@H]1Oc2cc(-c3ccccc3)ccc2S(=O)(=O)N([C@@H](C)CO)C[C@H]1C,1.5
C[C@H]1CN([C@@H](C)CO)C(=O)c2cccc(NC(=O)Nc3cccc4ccccc34)c2O[C@@H]1CN(C)C(=O)Nc1ccc2c(c1)OCO2,-1.1
Cc1ccc(S(=O)(=O)N[C@@H]2CC[C@H](CCn3cc(C4CCCCC4)nn3)O[C@@H]2CO)cc1,-0.3
O=C(Nc1ccc(Cl)cc1)N1C[C@H]2[C@@H](c3ccccc31)[C@H](CO)N2C(=O)C1CC1,0.5
CNC[C@H]1OCCCC[C@@H](C)Oc2ccc(NC(=O)Nc3ccc(C(F)(F)F)cc3)cc2C(=O)N([C@H](C)CO)C[C@@H]1C,-0.1
C[C@H]1CCCCO[C@H](CN(C)S(=O)(=O)c2ccccc2)[C@@H](C)CN([C@@H](C)CO)C(=O)c2cc(NS(=O)(=O)c3ccc(F)cc3)ccc2O1,-0.1
C[C@@H]1CN([C@H](C)CO)C(=O)c2cc(NC(=O)NC3CCCCC3)ccc2O[C@@H]1CN(C)S(=O)(=O)c1cn(C)cn1,-0.3
CN1C(=O)c2cc(NC(=O)c3cccc(F)c3)ccc2OC[C@H]2O[C@@H](CC(=O)NCc3ccccc3Cl)CC[C@@H]21,-0.4
C[C@H](CO)N1C[C@H](C)[C@H](CN(C)Cc2ccc(-c3ccccc3)cc2)Oc2ccc(NC(=O)NC3CCCCC3)cc2C1=O,-0.3
CN(C)CC(=O)N1[C@H](C#N)[C@H](c2ccc(-c3cccc(C(=O)N(C)C)c3)cc2)[C@H]1CO,1.1
CCCNC(=O)C[C@H]1CC[C@@H]2[C@@H](COc3ccc(NC(=O)c4cccc(F)c4)cc3C(=O)N2C)O1,3.2
Cc1cccc(S(=O)(=O)N2CCCCN3[C@H](C2)[C@H](c2ccc(C#CC4CC4)cc2)[C@@H]3CO)c1,-0.6
Cc1ccc(S(=O)(=O)NC[C@@H]2CC[C@@H]3[C@@H](CN3Cc3ccccc3C(=O)O)O2)cc1,0.3
CC(C)NC(=O)N(C)C[C@H]1OCCCC[C@@H](C)Oc2ccc(NS(C)(=O)=O)cc2C(=O)N([C@@H](C)CO)C[C@@H]1C,-0.8
COCC#Cc1cnc2c(c1)C(=O)N([C@H](C)CO)C[C@H](C)[C@H](CN(C)C(=O)C1CC1)O2,0.5
COCC(=O)NC[C@@H]1[C@H](c2ccccc2)[C@@H](CO)N1C(C)=O,-1.5
CC(C)NC(=O)N1C[C@H]2[C@@H](c3ccccc31)[C@@H](CO)N2C(=O)c1ccc(F)cc1,-1.3
C[C@@H]1CN([C@@H](C)CO)C(=O)Cc2cc(NC(=O)Cc3cn(C)c4ccccc34)ccc2O[C@H]1CN(C)CC1CCCCC1,-1.1
O=C(C1=C[C@H](c2coc3ccccc3c2=O)C[C@H](OCc2ccc(CO)cc2)O1)N1CCCCCCC1,-11

# The list goes on.
SMILES,TcdB GH inh
O=C(C[C@H]1C=C[C@H](NS(=O)(=O)c2ccc(F)cc2)[C@@H](CO)O1)NCCc1ccncc1,-0.1
Cc1noc(C)c1NC(=O)N1C[C@@H](O)COC[C@@H]2O[C@H](CC(=O)NCC3CCCCC3)CC[C@H]21,0.6
CS(=O)(=O)N1CC2(C1)[C@@H](c1ccccc1)[C@@H](CO)N2Cc1ccccc1,-1.0
O=C(c1cccnc1)N1CC2(C1)[C@@H](c1ccccc1)[C@@H](CO)N2Cc1ccncc1,0.3
O=C(C[C@H]1C[C@H]2c3cc(NC(=O)c4cccnc4)ccc3O[C@H]2[C@@H](CO)O1)NCc1ccccn1,0.0
C[C@H]1CN([C@@H](C)CO)C(=O)c2cc(NS(=O)(=O)c3ccc(F)cc3)ccc2O[C@H]1CN(C)Cc1ccc(Cl)c(Cl)c1,0.4
C[C@@H]1CN([C@H](C)CO)C(=O)c2cc(-c3ccc(F)cc3)cnc2O[C@@H]1CN(C)CC1CCCC1,-10
O=C(N[C@H]1CC[C@@H](CCn2cc(-c3ccc(F)cc3)nn2)O[C@H]1CO)c1cnccn1,-0.4
Cc1ccccc1-c1ccc2c(c1)O[C@@H](CN(C)CC1CC1)[C@@H](C)CN([C@@H](C)CO)S2(=O)=O,-1.7
O=C(C1CCC1)N1CC(=O)N2[C@H](CO)[C@@H](c3ccc(Br)cc3)[C@@H]2C1,-1.0
O=C(C[C@@H]1CC[C@@H]2[C@H](COC[C@H](O)CN2C(=O)c2ccccc2F)O1)NCc1ccc(Cl)cc1,-0.1
C[C@@H]1CCCCO[C@@H](CN(C)C(=O)NC2CCCCC2)[C@@H](C)CN([C@@H](C)CO)C(=O)c2cc(NC(=O)CCC(F)(F)F)ccc2O1,0.6
CC(C)C#Cc1cnc2c(c1)C(=O)N([C@@H](C)CO)C[C@@H](C)[C@@H](CN(C)Cc1ccccc1)O2,-0.1
O=C(C[C@H]1CC[C@H]2[C@@H](COC[C@@H](O)CN2S(=O)(=O)c2ccc(F)cc2)O1)NCc1ccncn1,-0.4
C[C@@H]1CN([C@@H](C)CO)C(=O)Cc2cc(NC(=O)Nc3ccccc3)ccc2O[C@@H]1CN(C)S(=O)(=O)c1cn(C)cn1,0.6
CC(C)(C)[S@](=O)N1Cc2cc(C(=O)N3CCOCC3)nc(-c3cccc(-c4ccc(C#N)cc4)c3)c2[C@@H]1CCO,0.3
CO[C@@H]1CN(C)C(=O)c2cc(NC(=O)C3CC3)ccc2OC[C@H](C)N(C(=O)CN(C)C)C[C@@H]1C,-4.8
Cc1ccc(S(=O)(=O)Nc2ccc3c(c2)CC(=O)N([C@@H](C)CO)C[C@H](C)[C@@H](CN(C)Cc2ccc(Oc4ccccc4)cc2)O3)cc1,-1.5
C[C@@H]1CN([C@H](C)CO)C(=O)c2cccc(NC(=O)Nc3ccc(F)cc3)c2O[C@@H]1CN(C)C(=O)Nc1cccc2ccccc12,1.3
COc1ccc(NC(=O)Nc2ccc3c(c2)C(=O)N([C@@H](C)CO)C[C@@H](C)[C@H](CN(C)C(=O)Nc2cccc4ccccc24)OCCCC[C@H](C)O3)cc1,-0.4
CCCc1cn([C@H]2C[C@@H]3O[C@H](CO)CC[C@@H]3O[C@@H]2CCc2ccc(C#CCc3ccccc3)cc2)nn1,0.2
CCNC(=O)C[C@H]1CC[C@@H]2[C@H](COc3ccc(NC(=O)C4CCCCC4)cc3C(=O)N2C)O1,3.3
CS(=O)(=O)N1CC(=O)N2[C@H](C1)[C@H](c1ccc(C#Cc3ccc(F)cc3)cc1)[C@@H]2CO,-0.2
Cc1noc(C)c1S(=O)(=O)N(C)C[C@H]1Oc2ccc(NS(=O)(=O)c3ccc(Cl)cc3)cc2CC(=O)N([C@@H](C)CO)C[C@H]1C,4.0
C[C@H]1CCCCO[C@H](CN(C)C(=O)Nc2ccccc2)[C@@H](C)CN([C@@H](C)CO)C(=O)c2cc(NC(=O)Nc3ccc(F)cc3)ccc2O1,0.3
C[C@H]1CCCCO[C@H](CN(C)C(=O)CCC(F)(F)F)[C@@H](C)CN([C@@H](C)CO)C(=O)c2cc(NS(=O)(=O)c3ccccc3)ccc2O1,0.5
COc1cccc(-c2ccc([C@@H]3[C@@H](CO)N4CCCCN(C(=O)c5ccc6c(c5)OCO6)C[C@H]34)cc2)c1,-0.4
C[C@@H]1CN([C@H](C)CO)C(=O)c2cccc(NS(=O)(=O)c3ccccc3)c2O[C@@H]1CN(C)Cc1ccc(C(=O)O)cc1,-0.1
C[C@@H]1CN([C@@H](C)CO)C(=O)c2cc(NC(=O)CCC(F)(F)F)ccc2O[C@H]1CN(C)C(=O)Nc1cccc2ccccc12,-0.1
C[C@@H]1CN([C@H](C)CO)C(=O)c2cccc(NC(=O)c3ccc(-c4nccs4)cc3)c2O[C@@H]1CN(C)C(=O)Nc1ccccc1,0.6
O=C(NCC(F)(F)F)[C@@H]1[C@@H](CO)[C@@H]2Cn3c(cccc3=O)[C@H]1N2C(=O)C1CCCC1,-0.5
C[C@H](O)C#Cc1ccc2c(c1)O[C@@H](CN(C)C(=O)C1CC1)[C@H](C)CN([C@H](C)CO)S2(=O)=O,-0.7

# Some of the entries so far, as tab-separated lines:
SMILES	TcdB GH inh
CCCc1cn([C@H]2C[C@@H]3O[C@H](CO)CC[C@@H]3O[C@@H]2CCc2ccc(C#CCc3ccccc3)cc2)nn1	0.2
CCNC(=O)C[C@H]1CC[C@@H]2[C@H](COc3ccc(NC(=O)C4CCCCC4)cc3C(=O)N2C)O1	3.3
CS(=O)(=O)N1CC(=O)N2[C@H](C1)[C@H](c1ccc(C#Cc3ccc(F)cc3)cc1)[C@@H]2CO	-0.2
Cc1noc(C)c1S(=O)(=O)N(C)C[C@H]1Oc2ccc(NS(=O)(=O)c3ccc(Cl)cc3)cc2CC(=O)N([C@@H](C)CO)C[C@H]1C	4.0
C[C@H]1CCCCO[C@H](CN(C)C(=O)Nc2ccccc2)[C@@H](C)CN([C@@H](C)CO)C(=O)c2cc(NC(=O)Nc3ccc(F)cc3)ccc2O1	0.3
C[C@H]1CCCCO[C@H](CN(C)C(=O)CCC(F)(F)F)[C@@H](C)CN([C@@H](C)CO)C(=O)c2cc(NS(=O)(=O)c3ccccc3)ccc2O1	0.5
COc1cccc(-c2ccc([C@@H]3[C@@H](CO)N4CCCCN(C(=O)c5ccc6c(c5)OCO6)C[C@H]34)cc2)c1	-0.4
C[C@@H]1CN([C@H](C)CO)C(=O)c2cccc(NS(=O)(=O)c3ccccc3)c2O[C@@H]1CN(C)Cc1ccc(C(=O)O)cc1	-0.1
C[C@@H]1CN([C@@H](C)CO)C(=O)c2cc(NC(=O)CCC(F)(F)F)ccc2O[C@H]1CN(C)C(=O)Nc1cccc2ccccc12	-0.1
C[C@@H]1CN([C@H](C)CO)C(=O)c2cccc(NC(=O)c3ccc(-c4nccs4)cc3)c2O[C@@H]1CN(C)C(=O)Nc1ccccc1	0.6
O=C(NCC(F)(F)F)[C@@H]1[C@@H](CO)[C@@H]2Cn3c(cccc3=O)[C@H]1N2C(=O)C1CCCC1	-0.5
